ARNT-TACC3 inh = disrupts binding between human ARNT and TACC3; Q9Y6A5; AlphaScreen His-ARNT PAS-B/GST-TACC3 binding, luminescence; TACC3 fragment carries E629A point mutation; inhibition, % at 9.99 µM; 390,000 compounds, 0.66% hits;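 active = mean inhibition of replicates at least 50% and at least half of replicates each reaching 50%; inconclusive = half or more replicates reach 50% but mean below 50%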;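 also: 0% = complete ARNT plus TACC3 wells and 100% = ARNT alone without TACC3; many hits fall short of the cut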
RAD52 anneal inh = blocks human RAD52 DNA annealing; recombinant RAD52 DNA annealing, FRET fluorescence; inhibition, % at 18.7 µM; 360,000 compounds, 0.46% hits; AID 651710;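 active = every replicate showing at least 50% inhibition; inconclusive = mean inhibition at least 50% but not in every replicate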
RAD54 branch = RAD54 (human) branch migration inhibition; inhibition, % at 10.4 µM; 360,000 compounds, 0.14% hits; RAD54 Holliday junction branch migration, FAM/BHQ fluorescence;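 active = mean normalized replicate activity at least 40 and at least half of replicates scoring 40 or more; inconclusive = only one of the two criteria met; inactive = mean below 40 and under half of replicates reaching 40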;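 also: 0% = median of neutral control wells and 100% = median of positive control wells; inhibitors cause a drop in the FAM fluorescence signal; in these data hits start at about 50%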
PglD DTNB = inhibitors of Campylobacter jejuni PglD acetyltransferase. purified PglD enzyme, DTNB colorimetric CoA detection. inhibition, % at 12.5 µM. 360,000 compounds, 0.098% hits. AID 602405; in the data active = inhibition above about 16%, passing the limit was not always enough; inconclusive = no clear call, values can overlap the other calls; also: strong numbers were not always called active
esBAF inh = inhibitors of esBAF chromatin remodeling in mouse ES cells | reporter increase, % at 12.5 µM | Bmi1-luciferase knock-in reporter, 24 h; 100% = twice the neutral-well signal | 350,000 compounds, 2% hits | AID 602393; in the data active = activation above about 40%; inconclusive = no clear call, values can overlap the other calls;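 also: 0% = median of the plate's neutral control wells and 100% = double that signal; a rise in the Bmi1 reporter signal indicates esBAF inhibition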
Casp6 inh = inhibitors of human caspase-6; AID 686996; purified caspase-6, Z-VEID-R110 cleavage fluorescence; 350,000 compounds, 0.53% hits; P55212; inhibition, % at 12.5 µM;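 active = mean inhibition across replicates at least about 35%, with every replicate also reaching that limit, limit read from the data; inconclusive = only one of the two criteria met; inactive = neither criterion met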;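 also: 0% = median of neutral control wells and 100% = no fluorescence left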
ERp5 block = ERp5 (human) disulfide isomerase inhibition; ERp5 insulin aggregation, absorbance 650 nm, 90 min; 350,000 compounds, 0.05% hits; inhibition, % at 9.99 µM;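 active = mean replicate inhibition above about 25%, with every replicate also reaching it, limit read from the data, passing the limit was not always enough; inconclusive = only one of those two criteria met; inactive = neither criterion met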
Target sequence (Q15084 whole entry, looked up): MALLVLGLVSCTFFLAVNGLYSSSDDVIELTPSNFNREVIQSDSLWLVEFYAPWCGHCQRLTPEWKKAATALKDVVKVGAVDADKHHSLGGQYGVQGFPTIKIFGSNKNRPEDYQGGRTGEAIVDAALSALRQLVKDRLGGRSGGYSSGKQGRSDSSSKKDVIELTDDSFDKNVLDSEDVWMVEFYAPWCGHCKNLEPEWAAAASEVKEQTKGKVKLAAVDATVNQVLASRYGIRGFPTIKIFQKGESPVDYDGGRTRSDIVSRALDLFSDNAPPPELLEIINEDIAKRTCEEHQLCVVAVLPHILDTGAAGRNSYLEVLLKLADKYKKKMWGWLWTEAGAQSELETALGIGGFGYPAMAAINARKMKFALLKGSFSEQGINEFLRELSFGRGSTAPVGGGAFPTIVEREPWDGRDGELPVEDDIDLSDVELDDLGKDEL
E-sel inducer = E-selectin induction on HUVECs | AID 686992 | activation, % at 7.58 µM | 260,000 compounds, 0.37% hits | HUVEC E-selectin immunofluorescence imaging; normalized: neutral wells 0, TNF-alpha wells 100;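 active = mean E-selectin-positive cell signal at least 10% of the positive control, reached in at least 60% of replicates, without over 20% cell loss; inconclusive = no rule given, readout overlaps actives, possibly toxicity-flagged; inactive = the rest, including those meeting only one limit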;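 also: in these data hits start at about 27%; measured in HUVEC primary endothelial cells; signal is the percent of cells scored E-selectin positive by PE staining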
Target sequence (P16581 whole entry, looked up): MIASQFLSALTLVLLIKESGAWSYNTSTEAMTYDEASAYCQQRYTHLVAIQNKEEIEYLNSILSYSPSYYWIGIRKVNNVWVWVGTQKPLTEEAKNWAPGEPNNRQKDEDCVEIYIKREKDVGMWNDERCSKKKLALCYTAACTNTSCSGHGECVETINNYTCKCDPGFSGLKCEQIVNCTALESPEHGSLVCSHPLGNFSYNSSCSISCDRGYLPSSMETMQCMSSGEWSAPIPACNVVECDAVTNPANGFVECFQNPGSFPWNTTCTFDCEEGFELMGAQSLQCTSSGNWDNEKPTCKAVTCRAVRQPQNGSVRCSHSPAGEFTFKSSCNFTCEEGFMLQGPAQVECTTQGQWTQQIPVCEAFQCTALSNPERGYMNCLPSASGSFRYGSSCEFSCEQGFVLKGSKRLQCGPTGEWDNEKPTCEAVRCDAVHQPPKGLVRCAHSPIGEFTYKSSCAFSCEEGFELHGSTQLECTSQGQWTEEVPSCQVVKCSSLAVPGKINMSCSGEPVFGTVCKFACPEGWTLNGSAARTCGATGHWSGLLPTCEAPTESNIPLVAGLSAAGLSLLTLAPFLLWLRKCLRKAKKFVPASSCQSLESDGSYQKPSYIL
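Assay system: HUVEC, human umbilical vein endothelial cells / Amount: 3,000 HUVEC/well / Controls: TNF-alpha positive control, DMSO neutral control / Compound dosing: single concentration / Medium: EGM-2 over gelatin coat / Evaluation: percent E-selectin-positive cells / Signal: immunofluorescence imaging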
The depositor's hits bear a star.

What do the screens show for `Cc1ccc(NC(=O)CSc2nnc([C@@H]3CCCN3C(=O)OC(C)(C)C)o2)c(C)c1`?
ARNT-TACC3 inh: -22; RAD54 branch: 3; PglD DTNB: -7; esBAF inh: 1

How did Cc1cccc(-n2nnnc2SCC(=O)Nc2ccc(N3CCN(C)CC3)cc2)c1 do in these assays?
ARNT-TACC3 inh: 4; RAD52 anneal inh: 7; RAD54 branch: 2; PglD DTNB: 0; esBAF inh: 5; Casp6 inh: -28; ERp5 block: -3

What do the screens show for `Cc1ccc(N2CCN(C(=O)c3ccccc3NC(=O)C3CCCCC3C(=O)O)CC2)cc1` (centres undefined)?
ARNT-TACC3 inh: -3; RAD52 anneal inh: -12; RAD54 branch: 4; PglD DTNB: -1; Casp6 inh: 2; ERp5 block: -2; E-sel inducer: -0.3

How did COc1ccc(C(=O)OCc2c(-c3ccccc3)ncc3ccccc23)cc1 do in these assays?
ARNT-TACC3 inh: -23; RAD52 anneal inh: -1; RAD54 branch: 4; PglD DTNB: -10; esBAF inh: 6; Casp6 inh: -2; ERp5 block: -2; E-sel inducer: 0.3

What do the screens show for `ClC1(CNc2ccccc2)CCN(Cc2ccccc2)CC1`?
ARNT-TACC3 inh: 9; RAD52 anneal inh: -3; Casp6 inh: -8; ERp5 block: -1; E-sel inducer: 2.6

Results for CC[N+](CC)(CC)CCOc1ccc(/C=C/c2ccccc2)cc1 ?
ARNT-TACC3 inh: -12; RAD52 anneal inh: 32; RAD54 branch: -4; PglD DTNB: 10; esBAF inh: -10; Casp6 inh: -9; ERp5 block: 3; E-sel inducer: 2.3

What do the screens show for `C[C@@H]1CCCCO[C@H](CN(C)S(=O)(=O)c2cccs2)[C@@H](C)CN([C@@H](C)CO)C(=O)c2cc(NC(=O)NC3CCCCC3)ccc2O1`?
ARNT-TACC3 inh: 10; RAD54 branch: -3; PglD DTNB: -2; esBAF inh: 1; E-sel inducer: 0.0

What do the screens show for `C[C@H](CO)N1C[C@H](C)[C@H](CN(C)C(=O)Nc2ccc(F)cc2)Oc2c(NC(=O)NC3CCCCC3)cccc2C1=O`?
ARNT-TACC3 inh: 2; RAD52 anneal inh: -11; RAD54 branch: 0; PglD DTNB: -1; esBAF inh: 5; Casp6 inh: -2; ERp5 block: -3; E-sel inducer: -0.5

What do the screens show for `COc1ccc(N2CCN(C(=O)CCCn3c(=O)[nH]c4cc(Cl)ccc4c3=O)CC2)cc1`?
ARNT-TACC3 inh: 1; RAD54 branch: 3; PglD DTNB: 1; esBAF inh: -2

Results for CNC[C@@H]1OCCCC[C@@H](C)Oc2ccc(NS(=O)(=O)c3ccc(C)cc3)cc2C(=O)N([C@H](C)CO)C[C@H]1C ?
ARNT-TACC3 inh: 36; RAD52 anneal inh: -251; RAD54 branch: -5; PglD DTNB: 1; esBAF inh: -3; Casp6 inh: -4; ERp5 block: -3; E-sel inducer: 0.0

How did COc1cc(C(=O)NC(=S)NNC(=O)c2ccc3c(c2)OCO3)cc(OC)c1OC do in these assays?
ARNT-TACC3 inh: -5; RAD52 anneal inh: -21; RAD54 branch: -3; PglD DTNB: 4; Casp6 inh: -5; ERp5 block: -2; E-sel inducer: -0.3

How did C/C(O)=C(/N=O)C(=O)Nc1ccccc1 do in these assays?
ARNT-TACC3 inh: 2; RAD52 anneal inh: -8; RAD54 branch: 6; PglD DTNB: -2; esBAF inh: -9; Casp6 inh: -3; ERp5 block: -3

What do the screens show for `O=C(C[C@@H]1C=C[C@H](NS(=O)(=O)c2ccccc2)[C@@H](CO)O1)N1CCc2ccccc2C1`?
ARNT-TACC3 inh: 4; RAD52 anneal inh: -13; RAD54 branch: 8; PglD DTNB: -1; esBAF inh: 2; Casp6 inh: 8; ERp5 block: 9; E-sel inducer: 0.4

Results for O=[N+]([O-])c1ccc(CNc2ccc(F)cc2)s1 ?
ARNT-TACC3 inh: 5; RAD52 anneal inh: -6; RAD54 branch: -11; PglD DTNB: -2; esBAF inh: 1; Casp6 inh: 2; ERp5 block: -1; E-sel inducer: -0.4

How did COc1ccccc1-c1nnc(NC(=O)c2ccc3ncsc3c2)o1 do in these assays?
ARNT-TACC3 inh: 7; RAD52 anneal inh: -22; Casp6 inh: 0; ERp5 block: -5; E-sel inducer: 1.4

What do the screens show for `O=S(=O)(Nc1ccccc1N1CCOCC1)c1ccc(Cl)s1`?
ARNT-TACC3 inh: -3; RAD54 branch: -2; PglD DTNB: 5; esBAF inh: 1

How did O=C(N[C@@H]1C=C[C@@H](CC(=O)N2CCc3ccccc3C2)O[C@@H]1CO)C1CCC1 do in these assays?
ARNT-TACC3 inh: 5; RAD52 anneal inh: 1; RAD54 branch: 19; PglD DTNB: 1; esBAF inh: -3; Casp6 inh: -5; ERp5 block: -4; E-sel inducer: 0.0

How did COc1ccccc1NC(=O)COc1cc(Br)c(CNCCCN2CCOCC2)cc1OC do in these assays?
ARNT-TACC3 inh: 9; RAD52 anneal inh: -8; RAD54 branch: 12; PglD DTNB: 1; esBAF inh: -2; Casp6 inh: -21; ERp5 block: 2; E-sel inducer: -0.1

How did Cc1cccc(-c2ccccc2[C@@H]2[C@H](C#N)N(c3ncc(-c4ccccc4)s3)[C@H]2CO)c1 do in these assays?
RAD52 anneal inh: -7; Casp6 inh: 2; ERp5 block: 6; E-sel inducer: 0.0

Results for CCN(CC(=O)NCc1cccs1)C(=O)/C=C/c1ccc(C)cc1 ?
ARNT-TACC3 inh: 0; RAD52 anneal inh: 6; RAD54 branch: -15; PglD DTNB: -5; esBAF inh: 14; Casp6 inh: -19; ERp5 block: 2; E-sel inducer: 1.0

What do the screens show for `O=C(Nc1cc(C(F)(F)F)ccc1Cl)C(Sc1ccccn1)c1ccccc1` (centres undefined)?
ARNT-TACC3 inh: 0; RAD52 anneal inh: 5; Casp6 inh: -2; ERp5 block: 1; E-sel inducer: 0.4

How did Cc1c(C(=O)Nc2ccc(F)cc2)nnn1-c1cccc(C(F)(F)F)c1 do in these assays?
ARNT-TACC3 inh: -8; RAD52 anneal inh: -16; RAD54 branch: 0; PglD DTNB: -2; esBAF inh: -3; Casp6 inh: 0; ERp5 block: 0

How did CCN(CC)C(=O)Cn1cc(C(=O)C(=O)N(C)C2CCN(C)CC2)c2ccccc21 do in these assays?
ARNT-TACC3 inh: 2; RAD52 anneal inh: -8; RAD54 branch: 4; PglD DTNB: 1; esBAF inh: -5; Casp6 inh: -1; ERp5 block: 6; E-sel inducer: -0.8

How did Cc1ccc(Oc2cc(-n3nc(C)cc3C)ncn2)cc1 do in these assays?
ARNT-TACC3 inh: -7; RAD54 branch: -10; PglD DTNB: 4; esBAF inh: 48*

What do the screens show for `CO[C@H]1CN(C)C(=O)c2ccc(NC(=O)CC(F)(F)F)cc2OC[C@@H](C)N(C(=O)c2ccccc2F)C[C@H]1C`?
RAD52 anneal inh: -56; Casp6 inh: 0; ERp5 block: 5; E-sel inducer: 1.2

What do the screens show for `CCCCCc1ccc(-c2ccc(OC)cc2)nc1`?
ARNT-TACC3 inh: 0; RAD52 anneal inh: -6; RAD54 branch: -7; PglD DTNB: -2; esBAF inh: 98*; Casp6 inh: -1; ERp5 block: -3

How did COc1ccc(CCNC(=O)CSc2nc(C)cc(C)n2)cc1OC do in these assays?
ARNT-TACC3 inh: -1; RAD52 anneal inh: 6; Casp6 inh: -1; ERp5 block: 2

What do the screens show for `C[C@@H]1CCCCO[C@H](CN(C)C(=O)CCCN(C)C)[C@@H](C)CN([C@@H](C)CO)C(=O)c2cc(NC(=O)c3ccncc3)ccc2O1`?
ARNT-TACC3 inh: 23; RAD54 branch: 8; PglD DTNB: -5; esBAF inh: -1; E-sel inducer: -0.1

What do the screens show for `CC(c1nnc(SCC(=O)Nc2cccnc2Cl)n1-c1ccccc1)N(C)C` (centres undefined)?
ARNT-TACC3 inh: 3; RAD52 anneal inh: -1; Casp6 inh: 0; ERp5 block: 5

Results for O=C(O)CN1C(=O)/C(=C\c2ccc(OC(=O)c3ccco3)cc2)SC1=S ?
ARNT-TACC3 inh: 9; RAD52 anneal inh: -150; RAD54 branch: -22; PglD DTNB: -4; Casp6 inh: 16; ERp5 block: 6

The closing two compounds of the part before come first, to join the parts.
What do the screens show for `CC(c1nnc(SCC(=O)Nc2cccnc2Cl)n1-c1ccccc1)N(C)C` (centres undefined)?
ARNT-TACC3 inh: 3; RAD52 anneal inh: -1; Casp6 inh: 0; ERp5 block: 5

Results for O=C(O)CN1C(=O)/C(=C\c2ccc(OC(=O)c3ccco3)cc2)SC1=S ?
ARNT-TACC3 inh: 9; RAD52 anneal inh: -150; RAD54 branch: -22; PglD DTNB: -4; Casp6 inh: 16; ERp5 block: 6

Results for O=C(CC1C(=O)NCCN1Cc1ccccc1)NC1CCCCCC1 (centres undefined) ?
ARNT-TACC3 inh: 0; RAD52 anneal inh: -50; RAD54 branch: 10; PglD DTNB: -6; esBAF inh: -1; Casp6 inh: -2; ERp5 block: -1

How did O=C(Cn1nnc(-c2cccs2)n1)NCc1cccs1 do in these assays?
ARNT-TACC3 inh: -7; RAD52 anneal inh: -7; Casp6 inh: -1; ERp5 block: 0; E-sel inducer: 5.7

What do the screens show for `O=C(Nc1ccccc1)C(O)C(O)C(=O)Nc1ccccc1` (centres undefined)?
ARNT-TACC3 inh: 0; RAD52 anneal inh: -10; RAD54 branch: 1; PglD DTNB: -2; esBAF inh: 4; Casp6 inh: -1; ERp5 block: 18

Results for CCN(C[C@H]1N[C@@](CC)(C(=O)OC)[C@H]2C(=O)N(Cc3ccccc3)C(=O)[C@@H]12)S(=O)(=O)c1ccc(OC(F)(F)F)cc1 ?
ARNT-TACC3 inh: 2; RAD52 anneal inh: 0; RAD54 branch: -12; PglD DTNB: 6; esBAF inh: -3; Casp6 inh: 2; ERp5 block: 2; E-sel inducer: 1.2

What do the screens show for `CCCOc1ccccc1NC(=O)c1c(-c2ccccc2)noc1C`?
ARNT-TACC3 inh: -4; RAD52 anneal inh: -6; RAD54 branch: 3; PglD DTNB: -3; esBAF inh: -6; Casp6 inh: 0; ERp5 block: inconclusive

What do the screens show for `Cc1[nH]c2ccccc2c1C(=O)C(C)OC(=O)C1CCC1` (centres undefined)?
ARNT-TACC3 inh: 0; RAD52 anneal inh: -22; Casp6 inh: -1; ERp5 block: -4

How did Oc1ccc2ccccc2c1C=Nc1ccccc1Br do in these assays?
ARNT-TACC3 inh: 11; RAD52 anneal inh: 6; RAD54 branch: -1; PglD DTNB: 1; esBAF inh: -5; Casp6 inh: 0; ERp5 block: 1; E-sel inducer: 0.4

How did O=c1ccnc(Nc2ccc(Cl)cc2)[nH]1 do in these assays?
ARNT-TACC3 inh: -2; RAD52 anneal inh: -12; RAD54 branch: -4; PglD DTNB: -3; esBAF inh: -4; Casp6 inh: 2; ERp5 block: -3; E-sel inducer: -0.1

Results for COc1cc(CN2CCN(c3ncccn3)CC2)cc(OC)c1 ?
ARNT-TACC3 inh: -10; RAD52 anneal inh: 1; RAD54 branch: -12; PglD DTNB: 1; esBAF inh: -1; Casp6 inh: 1; ERp5 block: 3

How did Cc1ccc2nc(-c3ccccc3)c(CC3CCCCC3)n2c1 do in these assays?
RAD52 anneal inh: -75; RAD54 branch: -2; PglD DTNB: 4; esBAF inh: 15; Casp6 inh: -1; ERp5 block: 5; E-sel inducer: -1.6

What do the screens show for `CCOc1ccc2nc(S(=O)(=O)NC(=O)C3(C)CCN3C(=O)c3cccc(F)c3)sc2c1` (centres undefined)?
RAD52 anneal inh: -8; RAD54 branch: -1; PglD DTNB: 7; esBAF inh: -4; Casp6 inh: -3; ERp5 block: 4
